TDP1 cell noCPT: qHTS for Inhibitors of human tyrosyl-DNA phosphodiesterase 1 (TDP1): qHTS in cells in absence of CPT | Potency, µM (doses to about 46.2 µM), for the others: at the highest dose activity change, negative = growth inhibition, hits mostly inhibitors | DT40 Tdp1-/- hTDP1 cells, no CPT, ATP luminescence, 48 h | hit rate 15% among 420,000; also: nearly all actives have a fitted effect of over 55% in size
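Chicken DT40 Tdp1-/- cells complemented with human TDP1, screened without camptothecin (DMSO vehicle only), 400 cells/well. Compounds pin-transferred, cells incubated at 37 °C for at least 48 hr. Growth read as ATP-dependent luminescence (CellTiter-Glo, 30 min at RT).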
TDP1 inh: TDP1 (human) enzyme inhibition; hit rate 0.28% among 350,000; Potency, µM (titrated, usually from 130 µM), without a hit: at the highest dose activity change, negative = inhibition, usual class: inhibitors; Q9NUW8; recombinant TDP1, AlphaScreen DNA substrate cleavage; also: nearly all actives have a fitted effect of over 40% in size
Target sequence (Q9NUW8 whole entry, looked up): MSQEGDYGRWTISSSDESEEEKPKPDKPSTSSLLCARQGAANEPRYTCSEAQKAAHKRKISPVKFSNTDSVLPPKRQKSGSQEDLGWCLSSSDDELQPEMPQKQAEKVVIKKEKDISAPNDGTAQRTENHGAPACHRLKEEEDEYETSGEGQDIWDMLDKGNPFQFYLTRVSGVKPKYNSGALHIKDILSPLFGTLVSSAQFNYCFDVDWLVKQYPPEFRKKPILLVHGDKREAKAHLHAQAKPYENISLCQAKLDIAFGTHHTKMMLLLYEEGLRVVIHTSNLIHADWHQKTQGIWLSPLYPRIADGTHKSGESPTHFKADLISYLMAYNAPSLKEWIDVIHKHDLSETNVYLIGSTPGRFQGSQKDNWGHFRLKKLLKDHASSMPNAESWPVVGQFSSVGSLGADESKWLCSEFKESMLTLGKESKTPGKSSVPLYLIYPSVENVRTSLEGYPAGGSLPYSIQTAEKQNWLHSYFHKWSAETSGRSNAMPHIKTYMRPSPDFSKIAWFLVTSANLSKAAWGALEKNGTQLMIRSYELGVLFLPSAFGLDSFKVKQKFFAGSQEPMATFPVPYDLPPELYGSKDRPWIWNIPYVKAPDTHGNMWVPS
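Tdp1 1 nM final; 15 min RT w/ cpd; substrate 15 nM, 5 min; beads 10 ug/ml, 10 min; AlphaScreen read. Neg ctrl: no enzyme.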
N370S GC mod: N370S glucocerebrosidase modulation, Gaucher chaperone candidate | P04062 | N370S GC spleen homogenate, 4MU-glucoside fluorescence | Potency, µM (top dose mostly 59.4 µM), for inactives: top-dose activity change, negative = inhibition, usual class: inhibitors | hit rate 0.092% among 330,000 | AID 2101;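 also: 0% = full enzyme activity and -100% = no enzyme basal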
* hit, by the source's call; ? = inconclusive; nt = not tested or not shown; [ ] = dose if it differs, or a comment. Calls follow the shape of the dose curve; as a rule, active = well fitted curve in the direction sought with a large enough effect; inconclusive = small, poorly fitted or top-dose-only effect, or another doubt; inactive = no such curve, though single readings can be large; an effect the other way counts as inactive or inconclusive. Unless noted, % is scaled to controls: 0 for no effect and ±100 for the full control effect; potency is read from the fitted curve at half-maximal effect. The list is partial (hit frequency here may not be typical).

Every second line gives: TDP1 cell noCPT, TDP1 inh, N370S GC mod
N#CC1=C(N)Oc2n[nH]c(-c3ccccc3)c2C1c1ccncc1 (stereo not drawn)
→ -28%, 3%, 0%
S=C(NCCc1ccccc1)NCCc1ccccc1
→ ?, 2%, 10%
COc1cccc(Nc2nnc(SCC(=O)N(CC(C)C)CC(C)C)s2)c1
→ ?, 5%, -7%
Cc1nn(C)c2c1c(C(F)(F)F)cc(=O)n2CC(=O)NCCC(C)C
→ -24%, 6%, nt
O=C(c1ccc(CSc2nc3ccncc3n2Cc2ccc(F)cc2)cc1)N1CCCCCC1
→ ?, 5%, nt
C=CCN1C(=O)S/C(=C/c2ccc(Sc3nc4ccccc4[nH]3)o2)C1=O
→ 21µM*, 7%, -18%
CCS(=O)(=O)c1nn2c(N)c(/C=C3/C=CC(=O)C(OC)=C3)c(=O)nc2s1
→ -20%, -5%, -12%
COC(=O)CNC(=O)CSc1nnc(-c2ccc(OC)cc2)n1CC(C)C
→ -9%, 8%, 3%
Cc1ccc(C2(C)NC(=O)N(CC(=O)Nc3cc(S(=O)(=O)N4CCCCC4)ccc3OC(C)C)C2=O)cc1 (stereo not drawn)
→ ?, -5%[0.505 µM], 1%
Cc1ccc(S(=O)(=O)Nc2ccc3c(c2)C(=O)N([C@H](C)CO)C[C@H](C)[C@@H](CN(C)C(=O)Nc2ccc(C(F)(F)F)cc2)O3)cc1
→ ?, 1%, nt
CCCCN(C(=O)CCCc1nc2ccccc2c(=O)[nH]1)c1c(N)n(CC(C)C)c(=O)[nH]c1=O
→ -5%, 0%, nt
CCOCCc1nn2c(=O)cc(COC(=O)c3ccccc3NC(=O)c3ccc(C)cc3)nc2s1
→ 5%, -6%, nt
CN(C)C(=O)c1ccc(NC(=O)CSc2nnc(-c3ccc4c(c3)OCO4)o2)cc1
→ -12%, 1%[0.505 µM], -14%
Cc1ccc(S(=O)(=O)Nc2cccc(C(=O)NCc3ccccn3)c2)cc1F
→ -10%, nt, -17%
O=C(Nc1cccc(-c2ccc(N3CCOCC3)nn2)c1)c1ccc(Cl)cc1
→ -28%, nt, -2%
CCc1ccc(C(=O)c2cnc3ccc(C)cc3c2S(=O)(=O)c2ccc(OC)cc2)cc1
→ 18µM*, 4%, nt
CC(=O)N1CCN2C(=O)C1CCCC(=O)c1cc(C(C)C)ccc12 (stereo not drawn)
→ -12%, 5%, 4%
O=C(NNC(=O)c1ccc[nH]1)c1cc(Cl)cc(Cl)c1
→ 1%, 2%, -3%
CC(C)OP(=O)(OC(C)C)C(NC(=O)c1ccccc1Br)C(N)=O (stereo not drawn)
→ 1%, 8%, -2%
NS(=O)(=O)c1ccc(CCN2C(=O)/C(=C\c3ccc(Cl)cc3)SC2=S)cc1
→ 6.5µM*, 2%, -6%
CCOc1cc(NC(=O)CCl)c(OCC)cc1NC(=O)CCl
→ 1.2µM*, -2%, 1%
CC1=CN2CC(O)CN=C2C=C1 (stereo not drawn)
→ 6%, 5%, 3%
Cc1ccccc1C(C(=O)NC1CCCC1)N(C(=O)CNC(=O)c1ccco1)c1cccnc1 (stereo not drawn)
→ nt, 1%, 5%
C=CCSc1nnc(N2C(=O)C(O)=C(C(=O)c3ccco3)C2c2ccccc2F)s1 (stereo not drawn)
→ 4%, 9%, -15%
Cc1ccc(C)c(Oc2cc(NC(=O)CCCn3nc(C)c([N+](=O)[O-])c3C)cc([N+](=O)[O-])c2)c1
→ ?, -2%, 19%
O=Nc1ccc(NOC(=O)c2ccccc2Br)cc1
→ ?, 4%, 7%
CC(C)Cc1nnc(NC(=O)C23CC4CC(CC(C4)C2)C3)s1
→ 18µM*, nt, -10%
c1ccc(-n2ncc3c(N4CCN(c5ccccn5)CC4)nc(N4CCCCC4)nc32)cc1
→ nt, 7%, 0%
O=C(O)CCCNC1=NCCC1
→ -3%, 3%, -8%
Cc1[nH]c(=S)c(C#N)c(C)c1CC(=O)c1ccc(Br)cc1
→ -13%, 5%, 1%
Cc1cccc(OCC(=O)N/N=C/c2cccn2C)c1
→ -24%, nt, -6%
COCCCNc1nc2ccccc2nc1NS(=O)(=O)c1cc(Cl)ccc1Cl
→ ?, nt, -4%
CCn1ncc(C2=NOC(C(=O)NCCc3ccccc3)C2)c1C (stereo not drawn)
→ -25%, -2%, 10%
Cc1ccccc1C(=O)Nc1nc(-c2ccc(Br)cc2)ns1
→ 21µM*, -5%, nt
O=C(Nc1ccc2oc(-c3ccncc3)nc2c1)c1ccco1
→ ?, ?, -10%
CCCn1c(-c2ccc(F)cc2)nc2c(N3CCN(C)CC3)nc(C)nc21
→ nt, 13%, 1%
CC(C)(C)/C=N/NC(=O)CNC(=O)c1ccc2c(c1)OCCO2
→ -24%, -2%, ?
O=C(Nc1ccccc1)OCc1cc(-c2ccc(Cl)cc2)on1
→ -9%, -1%, 9%
C=CCN(CC=C)C(=O)COn1nnc2ccc(S(=O)(=O)N3CCOCC3)cc21
→ -11%, nt, 6%
NC(=O)CSc1nnc(Cn2cnc3ccccc32)o1
→ 17%, 3%, 9%
COc1cccc(CN2CCN(Cc3ccccc3C(F)(F)F)CC2)c1
→ ?, nt, 5%
Cc1ccc(NC(=S)Nc2ccc(OC(F)F)c(Cl)c2)cc1F
→ ?, 5%, -2%
COc1ccc2[nH]cc(CCNc3nc(-c4ccccc4CN(C)C)nc4ccccc34)c2c1
→ 21µM*, 19%[56.1 µM], -15%
Cc1ccc(/C=N/NC(=O)c2ccncc2)s1
→ 15µM*, 6%, 4%
CC(OC(=O)CCc1cc(C(C)(C)C)c(O)c(C(C)(C)C)c1)C(=O)NC1CC1 (stereo not drawn)
→ ?, -5%, -2%
O=C(Nc1ccc(CN2CCCCC2)cc1)Nc1ccc(Br)cc1Cl
→ 16µM*, 5%, -28%
CN(CC(=O)NCc1ccc2c(c1)OCO2)S(=O)(=O)c1ccc(Br)s1
→ -23%, -3%, 15%
CC1=CC(C)C2C(=O)N(c3ccccc3)NC(=O)C2C1 (stereo not drawn)
→ 8%, 5%, 14%
CCOC(=O)c1c(C)[nH]c(C)c1S(=O)(=O)N1CCC(C(=O)Nc2ccc(OC)c(OC)c2)CC1
→ 6%, 6%, nt
CNc1ccccc(-c2ccc3ccccc3n2)c1=O
→ 23µM*, 8%, -9%
O=C(CN1CCN(c2ccc(F)cc2)CC1)NCc1ccc(F)cc1
→ -8%, nt, -12%
Cc1ccc(-c2ccc(C(=O)Nc3ccccc3)o2)c2ccccc12
→ ?, 4%, 1%
COCCNC(=S)N/N=C(\C)c1cccc(OC)c1
→ 11%, 1%, -15%
CN(C)c1ccc(-c2cc(Nc3ccc(F)cc3)ncn2)cc1
→ ?, nt, ?
CCN(CC)C(=O)C1CCCN(c2ncnc3onc(C)c23)C1 (stereo not drawn)
→ ?, -3%, nt
Oc1oc(-c2ccccc2)nc1C=NCc1ccncc1
→ -4%, 2%, -8%
O=C(Nc1cccc(F)c1)N1CC[C@@]2(CCCN(C(=O)c3ccco3)C2)C1
→ -7%, nt, -2%
COc1ccc2c(c1)CCc1cn3nc(C)cc3nc1-2
→ -24%, 3%, 14%
O=C(CSc1nccn1Cc1ccc(F)cc1)Nc1nc2ccccc2s1
→ 23µM*, 11%, nt
O=C(C1CCCN(S(=O)(=O)c2cccc3nonc23)C1)N1CCN(c2ccccc2)CC1 (stereo not drawn)
→ 22µM*, 7%, 7%

An excerpt from above in order of heavy-atom count, descending:
Every second line gives: TDP1 cell noCPT, TDP1 inh, N370S GC mod
O=C(CSc1nccn1Cc1ccc(F)cc1)Nc1nc2ccccc2s1
→ 23µM*, 11%, nt
Cc1ccc(-c2ccc(C(=O)Nc3ccccc3)o2)c2ccccc12
→ ?, 4%, 1%
CCN(CC)C(=O)C1CCCN(c2ncnc3onc(C)c23)C1 (stereo not drawn)
→ ?, -3%, nt
Oc1oc(-c2ccccc2)nc1C=NCc1ccncc1
→ -4%, 2%, -8%
COc1ccc2c(c1)CCc1cn3nc(C)cc3nc1-2
→ -24%, 3%, 14%
COCCNC(=S)N/N=C(\C)c1cccc(OC)c1
→ 11%, 1%, -15%

Remaining list, next part
Every second line gives: TDP1 cell noCPT, TDP1 inh, N370S GC mod
O=C(NCc1ccc(N2CCCC2=O)cc1)Nc1ccccc1
→ -20%, 4%, 0%
COC(=O)C1=C(C(=O)OC)[C@@H]2N(C)c3ccccc3[C@@]23C[C@@H](CO)N(C(=O)NCCBr)C3=N1
→ ?, 5%, -1%
O=c1[nH][nH]c2cc(=O)n(-c3ccc(Cl)cc3)nc12
→ -12%, 2%, -7%
Cc1ccccc1C(=O)Nc1ccccc1NC(=O)c1ccccc1C
→ -28%, nt, 4%
Cc1ccc(N2CCN(CCCCN3C(=O)C4CCCN4C3=O)CC2)cc1 (stereo not drawn)
→ 1%, 0%, -22%
COCc1cc(=O)[nH]c(=S)[nH]1
→ -5%, 0%, 6%
c1ccc(Nc2nc(NCc3ccco3)nc3nccnc23)cc1
→ -26%, 50µM*, nt
COc1cc(C(=O)NNC(=O)c2cccn2C)cc(OC)c1OC
→ 15%, -1%, 1%
COc1ccc(CCNCC(O)COc2cccc(Br)c2)cc1 (stereo not drawn)
→ ?, 5%, 7%
O=C(CN1CCc2ccccc2C1)Nc1ccc(F)cc1F
→ -10%, 3%, 0%
Cc1ccc2[nH]c(=O)c(CN(Cc3ccccc3Cl)C(=O)N3CCOCC3)cc2c1
→ 21µM*, 10%, -3%
CCn1c(-c2ccccc2)ccc(C#N)c1=O
→ -3%, -11%, -4%
C=CCn1cc(C(=O)OC)c(=O)c2cc(S(=O)(=O)N(CC)CC)ccc21
→ -2%, 3%, 2%
CCOC(=O)C(=Cc1ccc(F)cc1)C(=O)OCC
→ nt, 3%, -26%
Cc1ccc(-n2ncc(C(=O)NCCN3CCc4ccccc4C3)c2C2CCN(C(=O)OC(C)(C)C)CC2)cc1C
→ 21µM*, 7%, nt

Remaining list, next part:
| molecule | TDP1 cell noCPT | TDP1 inh | N370S GC mod |
| --- | --- | --- | --- |
| CCC(C)[C@H]1CNCCN1CCc1cccc(F)c1 (stereo partly drawn) | -12% | -12% | 0% |
| CCN(c1ccccc1)S(=O)(=O)c1ccc(OC)c(NC(=O)c2cc(Cl)ccn2)c1 | ? | -3% | 2% |
| Cc1noc(C)c1CN1C(=O)NC2(CCc3ccccc3C2)C1=O (stereo not drawn) | -20% | 1% | 9%[2.35 µM] |
| Cc1cccc(CNc2ncncc2-c2cccc(NS(C)(=O)=O)c2)c1 | -29% | nt | -1% |
| CC(CNC(=O)Cn1ccc2cc(S(=O)(=O)N3CCCCCC3)ccc21)c1ccccc1 (stereo not drawn) | ? | 3% | nt |
| Cc1nn(C(C)C(=O)Nc2ccccc2Cl)c(=O)c2nn(-c3ccccc3)c(C)c12 (stereo not drawn) | ? | 1% | 27% |
| Cc1ccc(C)c(OCc2cc(C(=O)NC3CCOC(C)(C)C3)no2)c1 (stereo not drawn) | -8% | 2%[56.1 µM] | 2% |
| CCOC(=O)c1[nH]c(COC(=O)c2ccccc2NC(=O)c2ccco2)c(C(=O)OCC)c1C | -15% | 4% | -2% |
| O=C(Nc1nnc(SCc2cccnc2)s1)C1CC(=O)N(c2ccccc2)C1 (stereo not drawn) | -1% | 4% | -24% |
| CCCCCC(=O)Nc1ccc(N2CCN(C(=O)CCC)CC2)cc1 | -20% | 0% | 1% |
| COc1ccccc1-c1nc(N(C)C)c2ccccc2n1 | ? | nt | -1% |
| Cc1nc(-c2ccccn2)sc1C(=O)Nc1ccc(F)cc1F | ? | 0% | -3% |
| C[C@@H]1CN([C@@H](C)CO)C(=O)Cc2cc(NC(=O)Nc3cccc4ccccc34)ccc2O[C@@H]1CN(C)Cc1ccc(C(F)(F)F)cc1 | 16µM* | 0% | nt |
| Clc1ccc(Cc2nnc(-c3cccs3)o2)cc1 | -22% | 5% | -9% |
| CCCOc1cccc(C(=O)Nc2cccc(NC(=O)c3ccc(C(C)(C)C)cc3)c2)c1 | 29µM* | -2%[12.3 µM] | nt |
| C[C@H](NC(=O)[C@H]1N2C(=O)c3ccccc3C2SC1(C)C)C(=O)NCc1ccncc1 (stereo partly drawn) | -9% | 4% | -12% |
| COc1ccc(-n2nc(C(=O)N3CCN(c4ccccc4OC)CC3)c3c4ccccc4n(C)c3c2=O)cc1Cl | -25% | -5% | nt |
| O=C(COC(=O)c1ccc([N+](=O)[O-])s1)NCc1ccccc1 | -7% | 0% | -3% |
| COC(=O)c1ccc(C(=O)NC2CCCN(Cc3ccc(Cl)cc3)C2)nc1 (stereo not drawn) | ? | nt | -3% |
| CCOC(=O)Cn1nnnc1CN(Cc1ccccc1)Cc1cc2cc(CC)ccc2[nH]c1=O | ? | 4% | 0% |
| CC(=O)Nc1ccc(S(=O)(=O)NCC(=O)OC(C)c2ccccc2Cl)cc1 (stereo not drawn) | -30% | 0% | 10% |
| O=C(NCC1COc2ccccc2O1)c1ccco1 (stereo not drawn) | 6% | 3% | 0% |
| COc1ccc(C(=O)Nc2nc3nc(-c4ccccc4)cc(=O)n3[nH]2)cc1 | -3% | -3% | -11% |
| Cc1nn(S(=O)(=O)c2ccc(Cl)cc2)c(C)c1S(=O)(=O)N1CCOCC1 | 19% | 0% | -11% |
